ABHD5-PLIN5 inh: inhibitors of human ABHD5-perilipin-5 interaction; Q00G26+Q8WTS1; Split G. princeps luciferase complementation, luminescence, 4 h; inhibition, % at 4 µM; hit rate 0.78% among 360,000; AID 602281;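 active = inhibition above the mean inhibition across every tested compound plus 3 SD, cut at about 22% in these data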;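 also: 0% = DMSO only wells and the 100% control is not disclosed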
ABCB6 inh MLPCN: inhibitors of human ABC transporter ABCB6. AID 602162. K562-ABCB6 porphyrin accumulation, flow cytometry, 1 h; active compounds read low. hit rate 0.19% among 360,000. fluorescence ratio to DMSO, % at 10 µM. Q9NP58;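 active = fluorescence ratio to DMSO below 75%, the collection mean minus 3 SD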;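 also: signal is porphyrin accumulated inside mitochondria; 100% equals median channel fluorescence of DMSO control wells; lower ratio means ABCB6 inhibition with less porphyrin fluorescence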
Granule exo inh: lytic granule exocytosis inhibition. TALL-104 LAMP-1 surface exposure, flow cytometry; cells stimulated with thapsigargin and PMA. inhibition, % at 10 µM. hit rate 0.66% among 360,000. AID 651702;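 active = inhibition above about 55%, limit read from the data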
aDG glyco act: alpha-DG glycosylation activation | Pro5-aDG cells, alpha-DG glycosylation AlphaScreen (IIH6); 0% Pro5, 100% B10-LARGE cell signal | activation, % at 10 µM | hit rate 0.22% among 360,000 | AID 624168;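 active = activation of at least 8% versus controls, or a plate z-score of at least 8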;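 also: Pro5 are CHO cells carrying HIG-tagged alpha-DG that lacks glycosylation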
TLR9-MyD88 inh: blocks human TLR9 binding to MyD88 | CHO BLA complementation TLR9-MyD88, CCF4 FRET ratio | inhibition, % at 4.98 µM | Q9NR96+Q99836 | hit rate 0.21% among 340,000;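 active = inhibition above the mean over all tested compounds plus 3 SD, cut at about 21% in these data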;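 also: 0% = DMSO only wells and 100% = clavulanate BLA inhibitor control wells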
Vif inh: blocks HIV Vif function | HEK293T cells, Vif self-association by quenched fluorescence, imaging, 24 h | inhibition, % at 7.49 µM | hit rate 0.35% among 340,000; in the data active = inhibition above about 50%, passing the limit was not always enough; also: some results filed as inactive read as strong as hits
Glyco luc inh: blocks N-linked glycosylation in D54 reporter cells; D54 ERlucT glycosylation luciferase reporter, 24 h; percent of 100 nM tunicamycin response; AID 588692; reporter increase, % at 12.5 µM; hit rate 0.23% among 360,000;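 active = mean luciferase reporter signal, scaled so untreated is 0 and the glycosylation-blocking control 100, at or above a set limit in every replicate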;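 also: luciferase carries N-glycosylation sites so blocking glycosylation raises the light; 0% = median of neutral control wells and 100% = median of 100 nM tunicamycin wells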
MC4R barr agon: agonists of human melanocortin 4 receptor (MC4R) beta-arrestin; P32245; U2OS MC4R beta-arrestin complementation, luminescence; percent of melanotan II response, DMSO zero; activation, % at 8.9 µM; hit rate 0.98% among 360,000; AID 540308;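 active = activation above a per-plate cutoff, the mean activation of sample wells on that plate plus 3 SD, cut at about 8% in these data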
Target sequence (P32245 whole entry, looked up): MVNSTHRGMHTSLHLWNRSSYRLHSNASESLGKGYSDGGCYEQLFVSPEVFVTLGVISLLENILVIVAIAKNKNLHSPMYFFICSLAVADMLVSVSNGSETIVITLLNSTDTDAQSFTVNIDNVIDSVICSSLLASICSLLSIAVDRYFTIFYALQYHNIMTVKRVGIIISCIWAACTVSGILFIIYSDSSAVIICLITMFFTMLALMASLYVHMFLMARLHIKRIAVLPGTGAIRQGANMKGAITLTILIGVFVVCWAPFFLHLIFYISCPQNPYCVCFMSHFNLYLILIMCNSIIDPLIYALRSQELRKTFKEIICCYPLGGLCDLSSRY
NOD2-RIPK2 inh: blocks binding of human NOD2 to RIPK2 | O43353 | CHO BLA complementation NOD2-RIPK2, CCF4 ratio | inhibition, % at 4.98 µM | hit rate 0.38% among 360,000 | AID 624267; in the data active = inhibition above about 21%;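 also: 0% = vehicle only and 100% = reference blocker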
Target sequence (O43353 whole entry, looked up): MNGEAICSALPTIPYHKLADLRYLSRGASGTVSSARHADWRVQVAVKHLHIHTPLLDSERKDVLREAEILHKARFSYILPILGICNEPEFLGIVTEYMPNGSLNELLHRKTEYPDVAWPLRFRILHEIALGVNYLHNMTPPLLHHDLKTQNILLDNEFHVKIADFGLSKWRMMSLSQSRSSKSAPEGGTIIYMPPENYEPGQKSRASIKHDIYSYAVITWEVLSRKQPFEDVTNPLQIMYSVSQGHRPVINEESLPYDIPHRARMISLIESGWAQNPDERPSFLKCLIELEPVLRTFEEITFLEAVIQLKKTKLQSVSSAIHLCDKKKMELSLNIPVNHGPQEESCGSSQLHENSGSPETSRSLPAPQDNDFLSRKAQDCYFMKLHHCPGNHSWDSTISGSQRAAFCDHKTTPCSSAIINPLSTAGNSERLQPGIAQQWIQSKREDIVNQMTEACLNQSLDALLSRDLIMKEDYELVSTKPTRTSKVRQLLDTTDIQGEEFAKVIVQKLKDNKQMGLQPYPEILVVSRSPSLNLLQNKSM
MC4R antagonist: antagonists of human melanocortin 4 receptor (MC4R). inhibition, % at 6.5 µM. hit rate 0.48% among 360,000. MC4R-expressing cells, MTII-stimulated cAMP, LANCE TR-FRET;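 active = inhibition above its plate's cutoff, the mean of tested wells on that plate plus 3 SD, cut at about 29% in these data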;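 also: 0% = Melanotan II alone and 100% = Melanotan II plus saturating MCL0020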
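Material: human MC4R-expressing U2OS cells. Probe or stimulus: Melanotan II challenge. Dosing: 6.5 µM single dose. Times: 30-min compound, 1-h challenge, 1-h detection, room temperature. Technique: TR-FRET with Eu-cAMP and labeled anti-cAMP, 671 nm. Replication: singlicate.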
* hit, by the source's call; nt = no result given. These rows are one share of the data. The share of hits here may be higher or lower than overall.

Below each compound – ABHD5-PLIN5 inh | ABCB6 inh MLPCN | Granule exo inh | aDG glyco act | TLR9-MyD88 inh | Vif inh | Glyco luc inh | MC4R barr agon | NOD2-RIPK2 inh | MC4R antagonist
1: CC(C)N(Cc1nc(-c2ccc(Cl)cc2)no1)C(=O)C(c1ccccc1)c1ccccc1
  8 | 99 | -1 | 0.4 | -2 | 3 | -2 | -1.7 | -7 | 13
2: Cc1cc(-c2ccc(Cl)cc2)oc(=O)c1NC(=O)c1ccccc1
  -4 | 86 | -5 | 0.7 | -4 | 3 | 1 | 0.3 | -5 | 0
3: COc1ccc(NC2CCCN(C(=O)CCc3cccc(Cl)c3)C2)cc1 (stereo not given)
  -1 | 101 | 4 | -0.1 | 7 | -3 | 0 | -2.9 | 4 | 12
4: CCCOc1ccc(/C(O)=C2/C(=O)C(=O)N(CCCOC)C2c2cccnc2)cc1 (stereo not given)
  -3 | 104 | -10 | -0.1 | -2 | -11 | 0 | -1.1 | 3 | 5
5: CN(Cc1ccc(OC(F)F)cc1)C(=O)c1ccc2c(=O)n3c(nc2c1)CCC3
  -9 | 92 | -1 | 3.0 | -13 | -14 | 4 | -0.7 | -9 | 8
6: COc1cc([N+](=O)[O-])cc(/C=N/NC(=O)Cn2cncn2)c1O
  2 | 97 | 2 | 0.0 | 4 | -3 | 2 | -2.5 | 0 | 1
7: CCNC(=O)COC(=O)c1ccc(S(=O)(=O)N2CCCCCC2)cc1
  1 | 94 | -4 | -0.1 | 0 | 9 | 2 | -1.9 | -14 | 6
8: CNS(=O)(=O)c1ccc(Cl)nc1
  -5 | 95 | 8 | 0.0 | 6 | 3 | 2 | -0.1 | -11 | 3
9: CC(=O)N1CCCc2cc(S(=O)(=O)N(C)CCC#N)ccc21
  1 | 79 | 3 | -0.1 | -6 | 16 | 0 | -0.7 | -1 | 2
10: CC(NC(=O)Cn1cc(C(F)(F)F)cc(Cl)c1=O)c1ccccc1 (stereo not given)
  0 | 99 | -9 | 0.0 | -1 | 10 | 3 | 0.7 | -4 | 11
11: COc1ccc(N(CC(=O)Nc2c(C)cccc2C)S(=O)(=O)c2ccccc2[N+](=O)[O-])c(OC)c1
  -5 | 100 | 3 | -0.1 | -9 | 9 | -2 | -2.5 | -5 | 5
12: Cc1ccc(S(=O)(=O)N2C[C@H]3[C@H]4C(=O)N(Cc5ccccc5)C(=O)[C@H]4CC(=O)[C@H]3[C@@H]2c2ccccc2F)cc1
  -5 | 97 | -3 | 0.4 | nt | nt | 0 | nt | -10 | nt
13: O=c1[nH]c(N/N=C\c2ccc3c(c2)OCO3)nc2ccccc12
  -2 | 93 | 2 | -0.4 | -2 | -4 | -8 | -3.4 | -3 | 1
14: COc1ccc(Nc2sc(C(=O)c3ccc(Cl)cc3)c(N)c2C(=O)Nc2ccccc2OC)cc1
  -2 | 98 | 0 | 1.3 | -5 | -15 | 1 | -1.1 | -5 | -3
15: Fc1ccc(COc2ccccc2CNc2nn[nH]n2)cc1
  -8 | 99 | 1 | -0.1 | 0 | 3 | 1 | -1.3 | -27 | 9
16: CCn1c(C)cc2c(c1=O)C(c1ccccc1)C(C(=O)OC)=C(N)O2 (stereo not given)
  -4 | 82 | -2 | -0.4 | 2 | -7 | 3 | -0.2 | 3 | 0
17: N#Cc1ccccc1Sc1ccccc1C(=O)NCC(c1ccco1)N1CCCC1 (stereo not given)
  -1 | 98 | 10 | 0.3 | -12 | nt | -2 | 0.3 | -3 | -7
18: CCC(Oc1ccccc1)C(=O)Nc1ccccc1C(=O)N1CCOCC1 (stereo not given)
  6 | 97 | -5 | -0.3 | -6 | 4 | 0 | -3.2 | 3 | 2
19: Cc1c(C)c2ccc(OCC(=O)N[C@@H](Cc3c[nH]c4ccccc34)C(=O)O)cc2oc1=O
  -2 | 103 | -2 | -0.2 | -5 | -12 | 3 | 1.3 | 0 | 2
20: N=c1oc2ccccc2cc1-c1nc2ccccc2c(=O)[nH]1
  0 | 89 | 14 | 0.0 | -3 | 3 | 3 | -1.0 | -3 | -6
21: CCCc1cc(=O)[nH]c(SCC(=O)NC(=O)OCC)n1
  6 | 96 | 1 | 0.0 | 7 | 1 | -1 | 2.0 | 2 | -6
22: O=C(Nc1ccc2c(c1)OCO2)C(c1ccc(Cl)cc1)N1CCC2(CC1)OCCO2 (stereo not given)
  1 | 94 | 3 | 0.3 | 0 | 6 | 0 | -0.7 | 4 | 0
23: CC(C)(C)n1nnnc1C(c1cccnc1)N1CCOCC1 (stereo not given)
  4 | 102 | 16 | 0.1 | 3 | 11 | 2 | -3.1 | -10 | 3
24: O=C(NC1CCN(CC(=O)N(c2ccccc2)c2ccccc2)CC1)c1ccc([N+](=O)[O-])cc1
  -4 | 93 | -3 | 0.0 | 6 | -9 | -2 | -0.2 | -6 | 0
25: CC(Oc1ccc(F)cc1)C(=O)Nc1ccccc1N1CCCCC1 (stereo not given)
  -4 | 94 | -1 | -0.2 | -6 | -13 | -12 | -2.1 | -4 | 12
26: COc1ccc(NC(=O)CSCC(=O)NCc2cccc(C(F)(F)F)c2)cc1
  9 | 95 | -4 | 0.1 | -4 | -4 | 1 | -1.9 | 2 | 6
27: C/C=C/c1cccc(-c2nc(C(=O)N3CCCCC3)cc3c2[C@@H](CCO)N(C(=O)NC(C)C)C3)c1
  -2 | 93 | -1 | -0.1 | nt | nt | nt | nt | -8 | nt
28: COc1ccc(Nc2nc(C(=O)N3CCc4ccccc4C3)cs2)cc1
  -2 | 94 | 11 | 0.4 | -5 | -11 | 1 | -3.3 | -2 | 3
29: Cc1ccc(S(=O)(=O)NCc2ccccc2)cc1C(=O)N(C)CC(=O)Nc1ccccc1Br
  -4 | 99 | 0 | -0.1 | 0 | 7 | 0 | -1.4 | -4 | -1
30: COc1ccc(NC(=O)c2sc(SC)nc2N)cc1
  6 | 101 | 4 | -0.1 | -4 | -5 | -2 | -3.2 | -8 | -5
31: Cc1cc(S(=O)(=O)Nc2ccc(C(=O)NCc3ccncc3)cc2)ccc1F
  4 | 99 | -6 | -0.4 | 6 | 0 | 0 | -2.0 | 2 | -5
32: COc1cccc(OC)c1C(=O)N1CCN(Cc2ccncc2)CC1
  -3 | 93 | 1 | 0.2 | -5 | 18 | 0 | 1.4 | 6 | 12
33: c1cc(C2CCCCC2)ccc1Oc1nc(N2CCOCC2)nc(N2CCOCC2)n1
  5 | 90 | 1 | 0.1 | 5 | 6 | 2 | 0.8 | 2 | 1
34: CC1CCCCN1S(=O)(=O)c1ccc(C(=O)Nc2ccccc2-c2nc3ccccc3[nH]2)cc1 (stereo not given)
  -4 | 95 | -1 | 0.6 | -10 | -3 | -13 | -0.5 | -3 | -1
35: O=C(NC(NC(=O)c1ccccc1)c1ccccc1)c1ccccc1
  1 | 96 | -2 | -0.1 | 3 | -5 | 2 | 0.4 | -10 | 10
36: Cn1c(-c2ccsc2)c(-c2cccs2)c2cc(-c3cccc4[nH]ccc34)ccc21
  -11 | 96 | -4 | -0.1 | -11 | -1 | 3 | 2.0 | 10 | 9
37: Cc1cc(OC(=O)c2cccc(Br)c2)c([N+](=O)[O-])c(=O)[nH]1
  4 | 99 | -9 | 0.0 | -5 | nt | 0 | -0.9 | -8 | 2
38: O=C(Nc1cccnc1Cl)c1ccc2c(Cl)c3c(nc2c1)CCC3
  5 | 103 | 30 | -0.2 | -3 | -6 | -19 | -2.1 | 2 | 1
39: CCOC(=O)c1ccccc1NC(=O)CSc1ncc(C(=O)OCC)c(N)n1
  -3 | 95 | 1 | 0.5 | -4 | -7 | -2 | 1.1 | -4 | 1
40: Cc1c(C(=O)C(=O)NCCCn2ccnc2)c2ccccc2n1C
  -2 | 92 | -7 | -0.1 | 6 | -8 | 3 | 0.8 | 0 | 11
41: CC1(C)C2CCC(C2)C1(C)NC(=O)CNCc1cccs1 (stereo not given)
  4 | 100 | -2 | 0.5 | -9 | -5 | -1 | 2.0 | -3 | 5
42: Cc1ccc(N(CN2C(=O)C3CC=CCC3C2=O)C(=O)c2ccco2)cc1Cl (stereo not given)
  1 | 96 | 1 | 0.1 | 2 | 14 | -1 | -1.8 | 0 | -1
43: CCCc1c(O)nc(SCCN(CC)CC)n(C(=O)c2ccccc2)c1=O
  -5 | 95 | -2 | 0.0 | 7 | 5 | 1 | -1.7 | 11 | 2
44: O=C(Nc1cccc(-c2cn3cccnc3n2)c1)c1ccc2c(c1)OCO2
  -1 | 94 | 3 | -0.1 | 5 | 30 | 6 | -1.7 | 3 | -2
45: CCOC(=O)/C(C#N)=C\C1=C(N2CCCC2)CC(C)(C)OC1
  21 | 98 | 1 | -0.4 | 5 | -2 | 1 | -0.5 | 3 | 11
46: CC(C)CN(CC(C)C)S(=O)(=O)N1CCC(C(=O)NCc2ccco2)CC1
  -5 | 97 | -2 | 0.2 | 0 | -5 | 0 | -2.9 | -11 | 21
47: CCN(CC(=O)NCc1ccc(F)cc1)C(=O)Cc1ccc(OC)cc1
  11 | 99 | 0 | 0.1 | -7 | -5 | 1 | -0.5 | 0 | 5
48: Cc1nc(NC(=O)COC(=O)C2CC3CCCC(C2)C3=O)c(Cl)cc1Cl (stereo not given)
  -2 | 99 | 13 | 0.0 | 7 | 26 | 4 | -1.7 | 1 | 3
49: C[C@H]1CN([C@@H](C)CO)C(=O)c2cc(-c3ccccc3F)cnc2O[C@@H]1CN(C)C(=O)NC1CCCCC1
  -7 | 98 | 5 | -0.2 | -6 | -5 | -1 | -1.2 | 6 | 2
50: O=C(O)c1cc2cccc(S(=O)(=O)N3CCCCC3)c2cc1O
  6 | 97 | 3 | -0.1 | 2 | 20 | -1 | 0.0 | 1 | 13
51: CCOC(=O)N1CCN(C2CC(=O)N(c3ccc(Oc4ccccc4)cc3)C2=O)CC1 (stereo not given)
  0 | 100 | 3 | 0.0 | -1 | 0 | -1 | -2.1 | -1 | 7
52: COc1cc(OC)c(C(=O)OCC(=O)c2cc(C)n(CC3CCCO3)c2C)cc1OC (stereo not given)
  0 | 92 | -2 | -0.1 | 3 | 1 | 0 | -0.6 | -12 | -5
53: Cc1cc(Cl)n2c(nc3ccccc32)c1C#N
  5 | 104 | 2 | -0.8 | -4 | 35 | -5 | -3.4 | 23* | -20
54: Cc1ccc(NC(=O)CSc2ccc(-c3ccccn3)nn2)c(C)c1
  -1 | 101 | -1 | 0.5 | -41 | -5 | 0 | -2.9 | -12 | 5

Some of these compounds in order of their number in aDG glyco act, lowest first:
| item | SMILES | aDG glyco act |
| --- | --- | --- |
| 36 | Cn1c(-c2ccsc2)c(-c2cccs2)c2cc(-c3cccc4[nH]ccc34)ccc21 | -0.1 |
| 43 | CCCc1c(O)nc(SCCN(CC)CC)n(C(=O)c2ccccc2)c1=O | 0.0 |
| 32 | COc1cccc(OC)c1C(=O)N1CCN(Cc2ccncc2)CC1 | 0.2 |

Screening data as filed in PubChem.
